# PLK1 PBD inh: qHTS for Inhibitors of PLK1-PDB (polo-like kinase 1 - polo-box domain): Primary Screen; Plk1 PBD binding of FITC phosphopeptide, fluorescence polarization; Potency, µM, without a hit: max response, negative = inhibition, actives largely listed as inhibitors; 360,000 tested, 2.8% active; AID 720504, 2013; note: potency is the fitted concentration of half-maximal effect; series mostly up to about 57 µM; % is set by controls: 0 for no effect and ±100 for the full control effect; nearly all actives have a fitted effect of over 65% in size
# PI5P4Ka inh: qHTS for Inhibitors of phosphatidylinositol 5-phosphate 4-kinase (PI5P4K) | PI5P4Kalpha enzyme, ADP-Glo luminescence, 60 min; hits give low values | max response, % | 330,000 tested, 1.2% active; active = max response of -50% or lower; inconclusive = between -30% and -50%; inactive = -30% or higher; note: value at the top dose of about 77 µM; % is set by controls: 0 for no effect and ±100 for the full control effect
#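 Single end-point luminescence (ADP-Glo) quantified ADP from PI5P4Kalpha turnover; ATP 5 microM final, 1 h at RT, 0.1% CHAPS and 0.28 mM EGTA in HEPES pH 7.4.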
# WRN helicase inh: qHTS for Inhibitors of WRN Helicase; 360,000 tested, 0.46% active; Potency, µM (titrated, usually from 114 µM), for inactives: at the top dose activity change, negative = inhibition, actives largely listed as inhibitors; Bifunctional 3'-5' exonuclease/ATP-dependent helicase WRN (Homo sapiens), Q14191; WRN helicase unwinding, fluorescent forked duplex, kinetic; AID 651768, 2012; note: potency is the fitted concentration of half-maximal effect; % is set by controls: 0 for no effect and ±100 for the full control effect; nearly all actives have a fitted effect of over 55% in size
#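 Fluorescence dequenching readout, ex 525 nm/em 598 nm, kinetic mode: forked duplex DNA (100 nM final) with adjacent fluorophore and quencher unwound by WRN (20 nM final) with 2 mM ATP. Compound preincubation 15 min, room temperature.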
# aSyn yeast inh: qHTS of alpha-syn Inhibitors; Yeast expressing alpha-synuclein, growth rescue, BacTiter-Glo, 24 h; Potency, µM (titrated, usually from 46.1 µM), inactives show at the top dose growth rescue (activation), hits mostly activators; 370,000 tested, 0.14% active; note: potency is the fitted concentration of half-maximal effect; % of control where 0% means no effect; nearly all actives have a fitted effect of over 65% in size
#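 Readout is rescue of growth in alpha-synuclein-expressing yeast, so inhibitors of toxicity appear as activators. Growth after 24 hr at 30 deg C in galactose medium is quantified by luminescence.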
# EPAC1 antag: qHTS for Antagonist of cAMP-regulated guanine nucleotide exchange factor 3 (EPAC1): primary screen | Potency, µM (highest dose often 115 µM), inactives show top-dose activity change, negative = inhibition, usual class: inhibitors | 360,000 tested, 0.14% active | Rap guanine nucleotide exchange factor 3 (Homo sapiens), O95398 | EPAC1 GEF assay, Rap1b-BODIPY-GDP exchange fluorescence;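 note: potency is the fitted concentration of half-maximal effect; plate controls were vehicle for no effect and positive control for full effect; nearly all actives have a fitted effect of over 50% in size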
# Target sequence (O95398 whole entry, looked up): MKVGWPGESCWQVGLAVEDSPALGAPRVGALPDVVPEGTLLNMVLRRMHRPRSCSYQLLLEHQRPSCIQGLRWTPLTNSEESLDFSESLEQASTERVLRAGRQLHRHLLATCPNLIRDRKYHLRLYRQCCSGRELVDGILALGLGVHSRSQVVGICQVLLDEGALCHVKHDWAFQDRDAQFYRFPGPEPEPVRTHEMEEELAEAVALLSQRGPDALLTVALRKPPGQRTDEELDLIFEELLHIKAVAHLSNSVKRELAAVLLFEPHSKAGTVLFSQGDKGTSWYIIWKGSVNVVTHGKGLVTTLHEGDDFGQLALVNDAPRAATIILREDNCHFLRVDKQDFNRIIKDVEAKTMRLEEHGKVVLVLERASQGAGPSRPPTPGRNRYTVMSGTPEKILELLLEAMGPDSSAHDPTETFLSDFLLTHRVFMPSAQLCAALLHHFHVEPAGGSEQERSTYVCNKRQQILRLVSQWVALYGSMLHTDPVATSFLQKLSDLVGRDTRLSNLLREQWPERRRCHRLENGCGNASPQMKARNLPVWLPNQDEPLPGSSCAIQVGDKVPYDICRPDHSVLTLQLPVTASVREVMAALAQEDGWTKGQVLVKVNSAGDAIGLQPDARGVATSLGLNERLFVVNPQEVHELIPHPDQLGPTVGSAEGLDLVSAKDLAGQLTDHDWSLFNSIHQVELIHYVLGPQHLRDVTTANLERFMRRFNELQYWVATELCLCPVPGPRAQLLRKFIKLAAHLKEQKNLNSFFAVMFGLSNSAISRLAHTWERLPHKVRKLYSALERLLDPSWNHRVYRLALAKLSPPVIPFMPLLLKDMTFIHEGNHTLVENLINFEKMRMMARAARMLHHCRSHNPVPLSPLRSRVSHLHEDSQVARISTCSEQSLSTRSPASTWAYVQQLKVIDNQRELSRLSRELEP
# IL-2 act: qHTS of IL-2 Activators; IL-2 activation reporter assay, cell-based qHTS; stimulated with anti-CD3/CD4/CD28 beads; in transgenic mouse T cells; 360,000 tested, 0.065% active; activation, % (series mostly up to about 46 µM); in the data active = activation above about 50%; inconclusive = mostly about 30% to 49%; note: 0% is about no effect
#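 Readout: EGFP and DsRed signals by fluorescent plate cytometry. Unstimulated transgenic mouse T cells received compound 60 min before antibody-bead stimulation, then incubated 18 h at 37 degrees C.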
# FUS suppressor: qHTS for Suppressors of FUS Proteinopathy: Primary screen using FUS-linked yeast assay; Potency, µM (top dose mostly 76.6 µM), for inactives: at the highest dose growth rescue (activation), hits mostly activators; AID 1347120, 2019; 390,000 tested, 0.24% active; S. cerevisiae FUS-expressing, growth rescue, OD600, 24 h;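 note: potency is the fitted concentration of half-maximal effect; plate controls were DMSO vehicle for no effect and reference control for full effect; nearly all actives have a fitted effect of over 55% in size; some results filed as inactive show a strong effect at the top dose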
#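 Yeast expressing FUS under galactose induction, OD 0.005 in 2% galactose medium; compounds in a dilution series, 24 h at 30C. Growth rescue by absorbance at 600 nm; CP55940 positive control, DMSO negative.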
# EPAC1 agonist: qHTS for Agonist of cAMP-regulated guanine nucleotide exchange factor 3 (EPAC1): primary screen; EPAC1 agonist qHTS, biochemical assay; response scale: 100% = response to 6.5 mM cAMP; 360,000 tested, 0.073% active; Potency, µM (doses to about 154 µM), for inactives: at the highest dose activation, hits mostly activators; Rap guanine nucleotide exchange factor 3 (Homo sapiens), O95398; note: potency is the fitted concentration of half-maximal effect; nearly all actives have a fitted effect of over 60% in size
#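 Fluorescent GDP-exchange assay: 100 nM EPAC1 with 250 nM Rap1B preloaded with BODIPY-GDP and 50 uM GDP; compounds tested as concentration series, 5 min at room temperature, then read every 5 min for 30 min (ex 480/em 540 nm); normalized to 6.5 mM cAMP.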
# Abeta rescue: qHTS for compounds that reverse cellular toxicity of Amyloid beta (A-beta) peptide in yeast: Primary Screen; 410,000 tested, 0.063% active; Potency, µM (series often up to 46.1 µM), for inactives: at the highest dose growth rescue, usual class: activators; yeast expressing A-beta42, growth rescue, OD600, 48 h; response scale: 0% DMSO, 100% iron-clioquinol control; note: potency is the fitted concentration of half-maximal effect; nearly all actives have a fitted effect of over 55% in size
#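 Yeast A-beta toxicity model in growth medium with pinned compounds, 48 h at 30 C; growth read as absorbance at 600 nm. Normalized to FeCl3/clioquinol equimolar mix (positive) and DMSO (negative).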
# The depositor's hits bear a star; ? = inconclusive; / = no result given; [ ] = remark or other dose. Unless noted, calls come from the whole dose curve; as a rule, active = well fitted curve in the direction sought with a large enough effect; inconclusive = small, poorly fitted or top-dose-only effect, or another doubt; inactive = no such curve, though single readings can be large; an effect the other way counts as inactive or inconclusive.
# Order of results: PLK1 PBD inh	PI5P4Ka inh	WRN helicase inh	aSyn yeast inh	EPAC1 antag	IL-2 act	FUS suppressor	EPAC1 agonist	Abeta rescue
> FC(F)(F)c1n[nH]c(=S)n1/N=C/c1ccco1
  -8%	5	-4%	-11%	0%	1.2	-10%	2%	-20%
> O=C1Nc2ccccc2C(=O)N(C2CCCC2)C1C(=O)NC1CC1 (stereo unspecified)
  -11%	-6	2%	0%	2%	0.2	-11%	-9%	1%
> O=C(COC(=O)c1cc(Cl)ccc1[N+](=O)[O-])NCc1ccc(Cl)cc1Cl
  -7%	3	-1%	20%	-8%	-0.3	21%	15%	-18%
> CCOc1ccc(CCNC(=O)c2nnn(CC(=O)Nc3c(C)cc(C)cc3C)c2N)cc1OCC
  -23%	-2	1%	-3%	-22%	-0.9	?	-5%	22%
> CC(C)(C)C(=O)COC(=O)CCc1nc2ccccc2[nH]c1=O
  -5%	5	-4%	0%	13%	0.4	13%	-1%	13%
> Cc1cccc(NC2=C(Cl)C(=O)OC2OC(=O)c2ccco2)c1 (stereo unspecified)
  -8%	-2	1%	2%	17%	7.7	-6%	-5%	-7%
> CC(NS(=O)(=O)/C=C/c1ccccc1)c1ccccc1 (stereo unspecified)
  0%	-2	2%	6%	3%	2.6	4%	14%	4%
> Cc1ccc(NC(=O)Nc2ccccc2CC[N+](=O)[O-])cc1
  -6%	1	-21%	-4%	-14%	0.2	21%	-6%	0%
> CCO/C(C)=C1\N=C(c2ccc(Cl)cc2)OC1=O
  ?	0	-3%	6%	-12%	11	1%	-10%	20%
> COc1ccc(-c2cc(C)no2)cc1S(=O)(=O)NCC(C)c1ccccc1 (stereo unspecified)
  -18%	-2	-5%	16%	-18%	-3.9	20%	-2%	-9%

# 3 compounds already listed, sorted by the number in IL-2 act, falling:
structure	PLK1 PBD inh	PI5P4Ka inh	WRN helicase inh	EPAC1 antag	IL-2 act	FUS suppressor
CCO/C(C)=C1\N=C(c2ccc(Cl)cc2)OC1=O	?	0	-3%	-12%	11	1%
CC(C)(C)C(=O)COC(=O)CCc1nc2ccccc2[nH]c1=O	-5%	5	-4%	13%	0.4	13%
COc1ccc(-c2cc(C)no2)cc1S(=O)(=O)NCC(C)c1ccccc1 (stereo unspecified)	-18%	-2	-5%	-18%	-3.9	20%

# The list goes on:
# Order of results: PLK1 PBD inh	PI5P4Ka inh	WRN helicase inh	aSyn yeast inh	EPAC1 antag	IL-2 act	FUS suppressor	EPAC1 agonist	Abeta rescue
> CCn1c(SCC(=O)N2CCCC2=O)nc2ccccc21
  -10%	5	2%	9%	1%	-1.1	-37%	7%	4%
> CCOC1=C2[C@@H](CN(S(=O)(=O)c3ccc(C)cc3)[C@H]2c2ccccc2)[C@H]2C(=O)N(c3ccccc3)C(=O)[C@H]2C1
  1%	6	-4%	8%	3%	-0.1	-7%	17%	-2%
> COC(=O)C1(C(O)C(=O)c2ccc(C)cc2C)CCCCC1 (stereo unspecified)
  -6%	-3	3%	22%	-9%	-0.2	-2%	1%	-4%
> CCOC(=O)c1c(NC(=O)CSc2nnc(C)s2)sc2c1CCCCC2
  0%	7	-15%	?	-1%	-1.5	37%	12%	-12%
> COCCNC(=O)CN(C(=O)CCC(=O)Nc1cc(C)on1)c1cccc(C)c1C
  ?	-7	4%	-1%	3%	-1.6	12%	-3%	-17%
> O=C(NCCc1ccccc1)C(c1cccs1)N(C(=O)c1csnn1)C1CC1 (stereo unspecified)
  -9%	0	8%	5%	-6%	-0.9	7%	20%	5%
> CC(C)c1ccc(Nc2c([N+](=O)[O-])c(=O)n(C)c3ccccc23)cc1
  5%	1	-8%	11%	-28%	-2.2	7%	4%	7%
> Cc1ccc(N2CCN(S(=O)(=O)c3ccc4oc(=O)ccc4c3)CC2)c(C)c1
  4%	0	-8%	6%	-3%	-0.6	10%	-2%	-12%
> O=c1c2ccccc2nnn1Cc1ccccc1
  5%	0	5%	9%	-3%	-1.7	-20%	-3%	1%
> CCNc1sc(C(=O)c2cccs2)c(N)c1C#N
  -17%	-14	-27%	-6%	?	-0.4	?	2%	16%
> O=C(C1CCC(CNc2c(N3CCCCC3)c(=O)c2=O)CC1)N1CCCCC1 (stereo unspecified)
  4%	6	3%	1%	9%	-4.0	-9%	-22%	3%
> COc1ccc(CN2C(=O)c3cccnc3C2Nc2cc(Cl)ccc2OC)cc1 (stereo unspecified)
  -11%	/	-29%	7%	?	-3.2	39%	6%	7%
> CCOc1cccc(CNCc2cccnc2)c1OCc1ccccc1
  0%	-7	-1%	0%	4%	-0.3	-5%	-1%	-9%
> Cc1cc(C)cc(NC(=O)N2CCCN(Cc3c(F)cccc3Cl)CC2)c1
  -20%	-3	-12%	2%	-3%	0.0	-2%	14%	-11%
> O=C1C2CC=CCC2C(=O)N1c1n[nH]c(-c2ccccc2)n1 (stereo unspecified)
  0%	0	-3%	0%	-6%	0.8	1%	6%	1%
> CCc1nnc(NC(=O)Cc2sc(C)nc2-c2ccc(C)cc2)s1
  -5%	7	3%	3%	-3%	0.5	6%	0%	-11%
> CC(C)c1ccc(C(O)P(=O)(OC2CCCCC2)OC2CCCCC2)cc1 (stereo unspecified)
  2%	1	-9%	-66%[inhibitor]	-15%	-1.1	39%	-16%	-24%
> Cc1cccc(N2CCN(C(=O)CC(NC(=O)c3ccccc3Cl)c3ccccc3)CC2)c1C (stereo unspecified)
  3%	2	-10%	0%	-30%	-3.9	38%	-5%	?
> C/C(N)=C(/C#N)C(=O)CSc1nc2ccccc2c(=O)n1Cc1ccc(F)cc1
  -11%	-58*	-17%[11.6 µM]	13%	-13%	0.3	-2%	-4%	13µM*
> Cc1ccc(F)c(S(=O)(=O)NC(=O)C2(C)CCN2C(=O)c2sccc2C)c1 (stereo unspecified)
  4%	0	0%	0%	-10%	1.1	-18%	-6%	12%

# Copied from the entries so far (2 entries):
# Order of results: PLK1 PBD inh	PI5P4Ka inh	WRN helicase inh	aSyn yeast inh	EPAC1 antag	IL-2 act	FUS suppressor	EPAC1 agonist	Abeta rescue
> O=C(C1CCC(CNc2c(N3CCCCC3)c(=O)c2=O)CC1)N1CCCCC1 (stereo unspecified)
  4%	6	3%	1%	9%	-4.0	-9%	-22%	3%
> COc1ccc(CN2C(=O)c3cccnc3C2Nc2cc(Cl)ccc2OC)cc1 (stereo unspecified)
  -11%	/	-29%	7%	?	-3.2	39%	6%	7%

# More entries
# Order of results: PLK1 PBD inh	PI5P4Ka inh	WRN helicase inh	aSyn yeast inh	EPAC1 antag	IL-2 act	FUS suppressor	EPAC1 agonist	Abeta rescue
> COc1ccc(C)cc1S(=O)(=O)Nc1ccc(F)c(Cl)c1
  1%	1	-2%	4%	-16%	-0.6	10%	-3%	25%
> CNC(=S)Nc1cccc(C(C)=O)c1
  -25%	5	0%	-4%	-20%	0.7	-6%	18%	3%
> CSC1=C(C#N)C(c2ccccc2Cl)C(C(=O)c2cccs2)C(O)(C(F)(F)F)N1 (stereo unspecified)
  -7%	-5	-18%[57.1 µM]	11%	12%	-0.2	-4%	6%	22%
> C=CCn1c(SCC(=O)Nc2ccccc2F)nc2ccccc2c1=O
  -13%	-6	6%	-1%	7%	-0.1	-7%	3%	-1%
> COc1cc(C(=O)N2CCN(C)C(C)C2)ccc1OC1CCN(C(C)=O)CC1 (stereo unspecified)
  3%	-7	5%	19%	-17%	-1.9	-11%	-5%	7%
> COc1cccc(CN2CCNC(=O)C2CC(=O)N2CCCCO2)c1OC (stereo unspecified)
  -2%	-2	-1%	3%	-13%	-0.7	-4%	-12%	0%
> Cc1ccc(-n2nnnc2SCC(=O)c2ccc3c(c2)NC(=O)CO3)c(C)c1
  -11%	/	6%	-1%	4%	-2.2	24%	3%	8%
> CN(C)C(CNC(=O)c1cccs1)c1ccco1 (stereo unspecified)
  -12%	-6	-4%	-10%	-11%	1.3	-12%	4%	1%
> Cc1ccc(Cl)c(NC(=O)CSc2cccc[n+]2[O-])c1Cl
  0%	1	3%	-1%	3%	-0.9	28%	-1%	2%
> Cc1nc(CC(=O)NNS(=O)(=O)c2ccc(F)c(Cl)c2)cs1
  -14%	-9	-20%	3%	-14%	0.2	/	4%	8%
> Cc1csc(NC(=O)c2cc3c(C)nn(Cc4ccccc4Cl)c3s2)n1
  -3%	12	-9%	0%	-18%	-2.7	8%	9%	-9%
> CCOc1ccc(NC(=O)CN(C)C(=O)CCNC(=O)c2ccc(Br)cc2)cc1OCC
  -1%	9	1%	-4%	13%	-2.1	24%	-4%	4%
> CCC(OC(=O)C(NC(=O)c1ccccc1)c1ccccc1)C(=O)Nc1cc(C)on1 (stereo unspecified)
  2%	/	-2%	2%	14%	0.3	5%	0%	5%
> COc1ccccc1NC(=O)CC(=O)Nc1ccccc1OC
  -4%	0	7%	-10%	-9%	0.9	2%	3%	-16%
> O=C(CN1C(=O)NC2(CCCCCCC2)C1=O)Nc1ccc(Br)cc1
  -3%	8	1%	0%	-6%	0.4	1%	1%	2%

# Assay outcomes deposited in PubChem BioAssay by National Center for Advancing Translational Sciences (NCATS).
